Screens as filed in PubChem BioAssay.
K1F lysis inhibition – inhibition of K1F phage lysis, E. coli UTI89, bacterial capsule biogenesis inhibitors, alamar blue (AID 488966) | E. coli UTI89 K1F phage lysis, alamar blue, 2 h; higher % means a stronger effect | one-dose inhibition, % at 100 µM; IC50 in µM for titrated hits | actives 0.02% (n = 340,000);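 active = phage lysis inhibition, versus mean bacterial control, above a set limit; inconclusive = no clear call, values can overlap the other calls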;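 also: capsule biogenesis inhibitors block K1F phage lysis so surviving cells raise fluorescence; higher fluorescence means more inhibition of phage lysis; actives were called in the ten point dose series up to 300 µM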
WT yeast gro inh – growth inhibition of WT strain, primary screen, mitochondrial fusion inhibitor project, WT and mutant strains, chemical genetic | mitochondrial fusion phenotypic screen | inhibition, % at 10 µM | actives 2.1% (n = 190,000) | AID 1362, 2008; in the data active = inhibition above about 58%; tested in S. cerevisiae
Dengue-2 NS5 capping – Dengue-2 NS5 methyltransferase inhibitors, primary screen, biochemical, confirmation dose response (AID 588689); inhibition, % at 25 µM, or IC50 in µM where a hit was titrated; Genome polyprotein (Dengue virus type 2 (strain 16681-PDK53)); Dengue-2 NS5 methyltransferase capping enzyme assay, biochemical; higher % means a stronger effect; actives 0.3% (n = 340,000); in the data active = a potency from the dose series; inconclusive = inhibition above about 29% without an active follow-up result
ER stress rescue – rescue of cells from ER stress-induced death, primary screen, 384-well, CSM14.1, thapsigargin, ATP luminescence (AID 1222) | 190,000 tested, under 10 active | cellular ATP content (survival), % at 20 µM, or EC50 in µM where a hit was titrated | CSM14.1 thapsigargin-induced death rescue, ATP luminescence; higher % means a stronger effect;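 active = EC50 below 50 µM in the dose-response confirmation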;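 also: death triggered by thapsigargin at about 15 µM added after 2 h compound pretreatment; cell ATP read after overnight thapsigargin exposure of roughly 18 to 22 hours; normalized against plate controls of thapsigargin alone and 5% DMSO vehicle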
Yfh1-depleted yeast – enhancers of respiration in Yfh1-depleted yeast, dose response, Friedreich's ataxia, plus single-dose screen (AID 1465); S. cerevisiae Yfh1-off respiration, WST-1 reduction, 72 h; higher fold induction means a stronger effect; fold induction at 50 µM, or EC50 in µM where a hit was titrated; actives 0.074% (n = 220,000);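 active = fold induction of absorbance versus untreated yeast above a set limit, then at least 30% activation at any dose in follow-up; inconclusive = repeats straddling the limit, or above it without dose testing; inactive = fold induction below the set limit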;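 also: activators that raise dye reduction in frataxin-depleted yeast; strong numbers were not always called active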
XIAP displacement – XIAP antagonists, biochemical, IAP family, fluorescence polarization (AID 1018); E3 ubiquitin-protein ligase XIAP (Homo sapiens); XIAP BIR domain, fluorescence polarization peptide displacement; higher % means a stronger effect; displacement, % at 20 µM; hits with a dose series show IC50 in µM; actives 0.007% (n = 200,000); in the data active = displacement above about 50%; also: a part of the inactive calls stands beside numbers as strong as those of hits
West Nile virus CPE – West Nile virus antiviral activity, cell-based, CPE readout (AID 1621) | West Nile virus-infected cells, CPE inhibition; higher % means a stronger effect | CPE inhibition, % at 10 µM; hits with a dose series show IC50 in µM | actives 0.02% (n = 290,000); in the data active = a potency from the dose series; inconclusive = CPE inhibition mostly from about 3.7% at the one dose, without a potency; inactive = the rest, 99 in 100 with CPE inhibition below about 2.2%; also: strong numbers were not always called active
Large T inhibition – SV40 large T antigen inhibitors, biochemical (AID 1903) | actives 0.39% (n = 310,000) | SV40 large T antigen ATPase/helicase inhibition assay; higher % means a stronger effect | inhibition, % at 20 µM, or IC50 in µM where a hit was titrated; in the data active = a potency from the dose series; inconclusive = inhibition mostly from about 32% at the one dose, without a potency; inactive = the rest, 99 in 100 with inhibition below about 32%; also: strong numbers were not always called active
RSV CPE inhibition – RSV antiviral activity via CPE protection, HEp-2 cells, primary 10 µM value included (AID 2391); HEp-2 cells, RSV-induced CPE inhibition; higher % means a stronger effect; CPE inhibition, % at 10 µM; hits with a dose series show IC50 in µM; actives 0.13% (n = 310,000); in the data active = a potency from the dose series; inconclusive = CPE inhibition mostly from about 23% at the one dose, without a potency; inactive = the rest, 99 in 100 with CPE inhibition below about 21%; also: strong numbers were not always called active
WT yeast gro inh mutant strain – second read-out of WT yeast gro inh, no call of its own (marks repeat the call); inhibition, %; mitochondrial fusion phenotypic screen, mutant strain inhibition
* marks the source's active call; other numbers are inactive results; i = inactive; ? = inconclusive; · = no result given; [ ] = dose if it differs, or a comment. An unsorted share of the library; 2.2% or so of the library scored in one or more.

SMILES	K1F lysis inhibition	WT yeast gro inh	WT yeast gro inh mutant strain	Dengue-2 NS5 capping	ER stress rescue	Yfh1-depleted yeast	XIAP displacement	West Nile virus CPE	Large T inhibition	RSV CPE inhibition
COC(=O)CCSCC(=O)Nc1ccc(S(=O)(=O)N2CCOCC2)cc1OC	-0.2%	·	·	-5.5%	·	i	·	0.1%	27.8%	0.1%
CCc1noc(C)c1C(=O)N1CCCSC1=Nc1ccccc1	-1.2%	·	·	0.0%	·	·	·	·	6.9%	-1.1%
O=C(NN=C1CCCC1)c1n[nH]c2c1CCC2	-2.9%	-2.5	4.2	2.2%	-1.3%	i	-13.0%	0.5%	10.8%	1.5%
O=C(COC(=O)c1ccc(Sc2ccccc2)c([N+](=O)[O-])c1)NC1CCCc2ccccc21 (stereo unspecified)	1.1%	6.1	13.0	4.0%	-2.2%	i	-10.5%	1.1%	3.3%	1.7%
COCCN(C(=O)Nc1ccccc1OC)c1nc2ccccc2s1	0.9%	·	·	-2.3%	·	·	·	-1.8%	4.3%	15.8%
CCOc1ccc2ccccc2c1CNc1nnnn1C	0.4%	17.5	1.4	-5.4%	1.5%	i	0.0%	-1.0%	-7.9%	1.3%
NNc1ccc2c(C(F)(F)F)cc(C(F)(F)F)nc2n1	5.0%	-8.9	-14.7	-0.7%	-0.8%	i	-10.4%	0.0%	9.9%	9.1%
Cc1ccc(/C=C/C(=O)O)cc1S(=O)(=O)Nc1ccccc1C(=O)O	0.0%	-8.7	6.7	8.0%	-1.5%	i	-16.1%	-0.2%	5.7%	0.1%
CCC(=O)c1c(NC(C)C)cc(C)oc1=O	0.2%	4.9	4.3	-6.0%	-0.8%	i	-6.8%	0.3%	6.0%	1.4%
O=C(N/N=C/c1ccnc2ccccc12)c1ccccc1O	-0.5%[50 µM]	·	·	-5.5%	·	·	·	1.4%	25.8%	2.4%
OCC[C@H]1C[C@@H](O)[C@H](O)[C@]2(CCCO2)O1	0.0%	·	·	-3.3%	·	i	·	-0.3%	5.4%	0.6%
O=C(Nn1c(O)c(C=C2N=c3ccccc3=N2)sc1=S)c1cccc(Cl)c1	6.5%	-9.6	15.9	-3.2%	1.0%	i	-2.5%	0.7%	-2.5%	·
O=C(Nc1nc2ccccc2s1)c1ccc2c(c1)OCO2	1.4%	9.0	4.3	-3.6%	-3.7%	i	-4.0%	-0.1%	5.5%	5.4%
Cc1ccc2cc(CN(Cc3ccco3)C(=O)NCc3ccccc3)c(=O)[nH]c2c1C	0.8%	-8.7	6.1	-2.8%	-1.1%	i	-19.8%	-0.4%	8.0%	0.5%
COC(=O)c1sccc1NC(=O)/C=C\c1ccc(Cl)cc1Cl	-0.1%	5.2	-7.2	0.0%	-1.4%	i	-3.8%	0.1%	14.2%	·
CCOC(=O)N1CCN(C(=O)c2cn(CC)c3ccc(S(=O)(=O)N4CC(C)CC(C)C4)cc3c2=O)CC1 (stereo unspecified)	2.6%	-2.9	-6.7	8.6%	0.3%	i	-5.0%	·	9.6%	1.3%
COc1ccc(-c2c[n+](CC(=O)c3cccs3)c3n2CCC3)cc1	0.8%	·	·	-8.5%	·	i	·	?	17.4%	-1.7%
CC(=O)N(Cc1cccs1)C1CCOC(C)(C)C1 (stereo unspecified)	1.3%	-8.8	-7.5	-4.7%	0.7%	i	-9.3%	-0.2%	1.8%	1.4%
Cc1cc(C(=O)N/N=C/c2ccc([N+](=O)[O-])o2)c(C)o1	0.1%	·	·	-7.0%	·	i	·	-0.8%	15.1%	-1.2%
CN1CCN(S(=O)(=O)c2ccc(Nc3ccc(F)cc3)nc2)CC1	1.1%[50 µM]	·	·	2.2%	·	·	·	·	0.3%	-2.6%
CCCCCCn1cc(C(=O)OCC)c(=O)c2cc(F)c(F)cc21	-0.7%	·	·	-2.3%	·	i	·	-0.5%	20.5%	-1.4%
Cc1cc(C)nc(N(C#N)Cc2ccccc2Cl)n1	-1.9%	2.4	-4.4	-4.9%	-0.5%	i	-2.1%	0.1%	6.4%	4.1%
CN(C)CCOC(=O)C1(c2ccccc2)CCCC1	0.0%	-14.4	4.6	-2.8%	-0.8%	i	-0.2%	0.2%	22.9%	1.2%
CC(C)CC(NC(N)=O)C(=O)OCC(=O)Nc1ccc(OC(F)F)cc1 (stereo unspecified)	-0.3%	-6.4	13.4	-3.6%	-0.7%	i	-11.9%	-0.6%	9.6%	-0.3%
Cc1ccnc(SCC(=O)O)n1	5.2%	2.3	-3.9	-7.3%	1.0%	i	-1.0%	-0.2%	7.7%	0.5%

Part of the list above, field by field.
O=C(COC(=O)c1ccc(Sc2ccccc2)c([N+](=O)[O-])c1)NC1CCCc2ccccc21 (stereo unspecified)
  K1F lysis inhibition: 1.1%; WT yeast gro inh: 6.1; WT yeast gro inh mutant strain: 13.0; Dengue-2 NS5 capping: 4.0%; ER stress rescue: -2.2%; Yfh1-depleted yeast: i; XIAP displacement: -10.5%; West Nile virus CPE: 1.1%; Large T inhibition: 3.3%; RSV CPE inhibition: 1.7%
COCCN(C(=O)Nc1ccccc1OC)c1nc2ccccc2s1
  K1F lysis inhibition: 0.9%; WT yeast gro inh: ·; WT yeast gro inh mutant strain: ·; Dengue-2 NS5 capping: -2.3%; ER stress rescue: ·; Yfh1-depleted yeast: ·; XIAP displacement: ·; West Nile virus CPE: -1.8%; Large T inhibition: 4.3%; RSV CPE inhibition: 15.8%

Returning to the listing, repeating the four entries before the break.
SMILES	K1F lysis inhibition	WT yeast gro inh	WT yeast gro inh mutant strain	Dengue-2 NS5 capping	ER stress rescue	Yfh1-depleted yeast	XIAP displacement	West Nile virus CPE	Large T inhibition	RSV CPE inhibition
Cc1cc(C)nc(N(C#N)Cc2ccccc2Cl)n1	-1.9%	2.4	-4.4	-4.9%	-0.5%	i	-2.1%	0.1%	6.4%	4.1%
CN(C)CCOC(=O)C1(c2ccccc2)CCCC1	0.0%	-14.4	4.6	-2.8%	-0.8%	i	-0.2%	0.2%	22.9%	1.2%
CC(C)CC(NC(N)=O)C(=O)OCC(=O)Nc1ccc(OC(F)F)cc1 (stereo unspecified)	-0.3%	-6.4	13.4	-3.6%	-0.7%	i	-11.9%	-0.6%	9.6%	-0.3%
Cc1ccnc(SCC(=O)O)n1	5.2%	2.3	-3.9	-7.3%	1.0%	i	-1.0%	-0.2%	7.7%	0.5%
Cc1cccc(CN2CCc3c(OCC(=O)N4CCCc5ccccc54)cccc3C2=O)c1	-3.3%	3.2	-2.5	-13.0%	2.8%	·	-3.6%	·	7.7%	14.4%
COC(=O)c1cc(C(=O)N2CCOCC2)cc([N+](=O)[O-])c1	3.6%	-5.3	12.9	-3.0%	-1.1%	i	0.2%	0.7%	8.5%	0.8%
Cc1onc(-c2ccccc2)c1C(=O)Nc1nnc(N2CCCCCC2)s1	8.9%	19.6	-0.1	-3.7%	-1.5%	i	-7.7%	-0.7%	8.6%	-1.6%
O=Nc1ccc(NOC(=O)c2ccccc2)cc1	0.9%[50 µM]	6.3	-7.9	1.3%	-0.9%	i	-9.5%	-0.8%	19.7%	-0.4%
Cc1cc(OCC(=O)Nc2ccc(S(=O)(=O)N3CCN(C)CC3)cc2)ccc1Cl	1.9%	12.4	1.2	0.8%	1.5%	i	-4.9%	-0.4%	1.6%	0.1%
Cc1nnc(SCc2cc(=O)[nH]c(=S)[nH]2)s1	0.3%	21.0	5.8	-5.5%	1.0%	i	-2.8%	0.4%	10.3%	0.2%
COc1ccc(C(C)C)cc1S(=O)(=O)NCC1CCCO1 (stereo unspecified)	0.0%	·	·	0.7%	·	·	·	-0.2%	7.8%	0.6%
CCN1C(=O)c2cccc3c(Cl)ccc1c23	0.2%	·	·	-10.9%	·	·	·	1.6%	1.8%	?
CC1(C)CC(=O)c2sc(NC(=O)CN3CCCCC3)nc2C1	3.7%	-8.8	-0.2	-2.1%	2.1%	i	-8.2%	0.5%	13.2%	0.3%
Cc1ccc(NC(=O)CCNS(=O)(=O)c2ccc3c(c2)CCC(=O)N3)c(Br)c1	0.6%	·	·	-3.5%	·	·	·	-1.0%	3.8%	1.9%
O=C(O)CSc1ncnc2sc3c(c12)CCCC3	-0.2%	-4.0	5.7	-5.3%	-0.8%	i	-9.2%	0.4%	3.0%	3.6%
COc1ccc(CCNC(=O)C(=O)c2c[nH]c3ccccc23)cc1OC	-0.1%	·	·	-4.6%	·	·	·	0.3%	6.8%	1.4%
CSc1ccc(OC2CCCCC2NS(=O)(=O)c2ccccc2)cc1 (stereo unspecified)	-0.2%	55.6	19.5	-3.7%	1.6%	i	-6.7%	0.0%	4.0%	-0.3%
COc1cccc2c(=O)c(SC(F)(F)C(F)C(F)(F)F)c(C)[nH]c12 (stereo unspecified)	0.2%	-4.9	-27.0	-4.5%	1.4%	i	0.3%	0.7%	5.8%	0.8%
Clc1ccc2nnnc(-c3ccccc3)c2c1	0.3%[50 µM]	-11.8	-12.2	-6.1%	0.0%	i	-2.1%	15.4%	6.6%	-1.7%
COc1ccccc1N1C(=O)c2ccc(C(=O)Nc3ccc(F)cc3)cc2C1=O	0.5%	·	·	-3.2%	·	·	·	-0.1%	-5.6%	-0.9%
COC(=O)C1=C(C)NC2=C(C(=O)CCC2)C1c1ccsc1 (stereo unspecified)	·	9.3	-5.3	·	1.7%	i	-5.1%	0.2%	7.6%	·
Cc1[nH]c2ccccc2c(=O)c1CN1CCCCCC1	0.2%	·	·	-9.3%	·	·	·	0.1%	18.1%	0.5%
O=C(CSc1ncn[nH]1)N1CCN(S(=O)(=O)c2ccccc2)CC1	0.4%	0.7	11.7	3.2%	-1.0%	i	-0.8%	0.1%	4.8%	1.1%
Cc1cc(C(=O)NC(=S)Nc2ccccc2N2CCOCC2)ccc1[N+](=O)[O-]	3.1%	19.6	-1.5	6.7%	5.3%	i	-4.9%	-0.3%	8.3%	1.3%
COc1ccc(S(=O)(=O)N2CCC3(CC2)OCCN3S(=O)(=O)c2cccs2)cc1	-1.3%	·	·	-5.2%	·	·	·	·	10.4%	?
COc1cccc(CNC(=O)CCNC(=O)c2ccccc2OC)c1	0.3%	·	·	-2.9%	·	·	·	-0.2%	22.8%	1.1%
Cc1ccccc1CSCC(=O)c1c(N)n(C)c(=O)n(C)c1=O	3.5%	-6.1	3.4	-2.1%	-0.9%	i	-7.6%	0.3%	5.6%	0.9%
CCC(C)N1CCC(Oc2ccc(C(=O)NCc3ccccn3)cc2)CC1 (stereo unspecified)	0.2%	·	·	4.5%	·	·	·	-0.5%	21.3%	-1.5%
